# Bioassay records as filed in PubChem BioAssay.
# hcDAF12 agonist – H. contortus DAF-12 activation, primary screen; activation, % at 6.8 µM; 370,000 compounds, 1.4% hits; HEK293 hcDAF-12 lit1-tk-luc reporter, luminescence; 0% DMSO, 100% Δ7-dafachronic acid;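 active = activation above the mean of all tested compounds plus 3 SD, cut at about 5.5% in these data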;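 also: 100% = response to 3 µM Δ7-dafachronic acid high control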
# PLC-gamma1 inh – blocks human PLC-gamma1 enzyme activity | purified PLC-gamma1, fluorogenic substrate, fluorescence | inhibition, % at 12.2 µM | 370,000 compounds, 0.84% hits | AID 720700; in the data active = inhibition above about 9.5%
# Target sequence (P19174 whole entry, looked up): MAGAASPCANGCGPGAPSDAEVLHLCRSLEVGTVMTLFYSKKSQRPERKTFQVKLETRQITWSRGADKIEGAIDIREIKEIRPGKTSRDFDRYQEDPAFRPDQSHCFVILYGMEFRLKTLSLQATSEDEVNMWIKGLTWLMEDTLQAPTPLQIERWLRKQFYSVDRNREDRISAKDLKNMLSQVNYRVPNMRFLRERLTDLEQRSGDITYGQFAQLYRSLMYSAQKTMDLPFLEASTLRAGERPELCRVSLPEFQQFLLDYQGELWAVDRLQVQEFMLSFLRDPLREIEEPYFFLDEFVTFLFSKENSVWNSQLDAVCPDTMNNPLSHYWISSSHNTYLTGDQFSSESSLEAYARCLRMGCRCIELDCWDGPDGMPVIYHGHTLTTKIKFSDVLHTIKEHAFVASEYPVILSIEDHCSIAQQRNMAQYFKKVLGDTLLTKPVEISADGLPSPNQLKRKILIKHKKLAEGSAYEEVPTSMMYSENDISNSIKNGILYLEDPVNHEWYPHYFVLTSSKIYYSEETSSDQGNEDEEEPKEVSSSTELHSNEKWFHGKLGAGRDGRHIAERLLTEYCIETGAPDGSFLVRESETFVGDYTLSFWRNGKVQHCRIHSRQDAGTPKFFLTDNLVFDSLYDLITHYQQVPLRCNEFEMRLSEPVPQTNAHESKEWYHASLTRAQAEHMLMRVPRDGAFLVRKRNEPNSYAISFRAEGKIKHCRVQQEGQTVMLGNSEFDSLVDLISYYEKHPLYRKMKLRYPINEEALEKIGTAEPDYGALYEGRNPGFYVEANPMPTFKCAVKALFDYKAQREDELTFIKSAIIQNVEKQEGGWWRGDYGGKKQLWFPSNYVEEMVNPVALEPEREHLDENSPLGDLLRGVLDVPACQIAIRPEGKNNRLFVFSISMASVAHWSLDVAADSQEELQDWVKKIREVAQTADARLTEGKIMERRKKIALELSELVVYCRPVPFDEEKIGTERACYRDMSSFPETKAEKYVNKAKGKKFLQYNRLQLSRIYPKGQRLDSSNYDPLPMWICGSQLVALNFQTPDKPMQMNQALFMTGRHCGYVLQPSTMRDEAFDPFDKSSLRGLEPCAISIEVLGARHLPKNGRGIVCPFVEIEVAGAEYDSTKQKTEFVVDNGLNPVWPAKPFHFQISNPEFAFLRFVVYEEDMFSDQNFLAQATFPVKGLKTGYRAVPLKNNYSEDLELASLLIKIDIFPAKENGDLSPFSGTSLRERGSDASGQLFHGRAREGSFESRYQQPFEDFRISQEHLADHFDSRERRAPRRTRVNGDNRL
# hgDAF12 agonist – activates the H. glycines DAF-12 receptor ligand-binding domain. activation, % at 6.8 µM. AID 687014. HEK293 GAL4-hgDAF12 UAS-luciferase reporter, agonist luminescence; normalized to butyrate control. 370,000 compounds, 1.8% hits;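 active = activation above a cutoff set at the mean of all screened compounds plus 3 SD, cut at about 10% in these data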;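 also: 0% = DMSO wells and 100% = sodium butyrate wells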
# SMARCA2 activ – SMARCA2 function activation, primary screen; MG213 cells, MMTV-luciferase reporter, dexamethasone, overnight; activation, % at 9.1 µM; 370,000 compounds, 1% hits; in the data active = activation above about 7.8%;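 also: 0% = vehicle wells and 100% = reference activator wells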
# PLCb3 inh – blocks human PLC-beta3 enzyme activity. inhibition, % at 12.2 µM. AID 720704. 370,000 compounds, 0.18% hits. Purified PLC-beta3, fluorogenic substrate, fluorescence; in the data active = inhibition above about 11%;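 also: 0% = median of compound wells on plate and 100% = full blocker control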
# ADAM17 inh – ADAM17 inhibition, QFRET primary screen; P78536; AID 720648; 370,000 compounds, 0.83% hits; inhibition, % at 6.95 µM; recombinant ADAM17, EDANS/DABCYL FRET peptide cleavage;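 active = inhibition above the mean of compounds lying between control limits plus 3 SD, set per campaign, cut at about 8.5% in these data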;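 also: 0% = DMSO-only wells as the low control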
# NR1D1 modulator – Rev-erb alpha (human) modulation | AID 1259318 | 370,000 compounds, 0.79% hits | Rev-erbα–FITC-DNA binding, fluorescence polarization, 90 min | P20393 | activity, % at 10 µM;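 active = activity above about 14%, limit read from the data; passing the limit was not always enough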;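 also: 0% = DMSO wells with 35 nM protein and 100% = DMSO wells with 750 nM protein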
# DAX1 inh-1 – inhibits human nuclear receptor DAX1; AID 504766; P51843; HEK293 Gal4-DAX1 luciferase reporter, luminescence; 340,000 compounds, 0.99% hits; inhibition, % at 6.75 µM;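 active = inhibition above the mean over all tested compounds plus 3 SD, cut at about 4.2% in these data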;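 also: 0% = DAX1-transfected cells with DMSO and 100% = empty-vector control cells with DMSO; inhibition shows as a rise in luminescence from relieved DAX1 repression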
# MBD2 DNA inh – MBD2-methylated oligo binding inhibition; Q9UBB5; TR-FRET, MBD2 binding to methylated oligonucleotide; inhibition, % at 4.4 µM; 370,000 compounds, 0.31% hits; AID 686964; in the data active = inhibition above about 13%
# ssDAF-12 act – S. stercoralis DAF-12 activation, primary screen. HEK293 ssDAF-12/GRIP1 lit1-tk-luc reporter, luminescence; % of 3 µM dafachronic acid response. 370,000 compounds, 1% hits. activation, % at 6.8 µM;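 active = activation above the mean over all tested compounds plus 3 SD, cut at about 0.9% in these data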;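 also: 0% = DMSO-only wells and 100% = 3 µM delta7-dafachronic acid wells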
# DAX1 inh-2 – inhibitors of DAX1 repression of SF-1 activated StAR promoter; HEK293T StAR-luciferase reporter, SF-1/DAX-1 repression relief; inhibition, % at 6.8 µM; 370,000 compounds, 1.1% hits; AID 652010;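 active = inhibition above the mean over all tested compounds plus 3 SD, cut at about 3.6% in these data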;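 also: 0% = DAX-1 cells with DMSO and 100% = cells lacking DAX-1 with DMSO; higher inhibition means more luminescence from relief of DAX-1 repression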
# Starred values were filed as active, the others as inactive; nt = no result given.
SMILES	hcDAF12 agonist	PLC-gamma1 inh	hgDAF12 agonist	SMARCA2 activ	PLCb3 inh	ADAM17 inh	NR1D1 modulator	DAX1 inh-1	MBD2 DNA inh	ssDAF-12 act	DAX1 inh-2
CC1=C(C(=O)N2CCOCC2)CC(CC(=O)NCCCN(C)C)C(=O)N1Cc1ccc(C(C)(C)C)cc1 (stereo not drawn)	-1.3	-1.1	1.9	-2.8	-1.3	-5.6	3.1	nt	7.4	-0.3	1.5
CCN(CC)S(=O)(=O)c1cccc(NC(=O)c2ccc(S(=O)(=O)N3CCCC3)cc2)c1	-1.5	0.8	-4.5	-1.1	-6.9	2.1	5.5	-1.6	3.4	-1.5	-3.9
C/C=C/C(=O)N1CC2(CC(c3cccc(NC(=O)COc4ccc(Cl)cc4)c3)=NO2)C[C@@H]1C(N)=O (stereo partly drawn)	-1.2	-0.7	1.5	0.5	-1.3	-4.2	-2.3	0.0	-0.6	-0.9	-0.4
CCOC(=O)C1=NN(c2ccc(Cl)cc2)C(=O)C1	4.0	-25.1	10.3	6.4	-32.2	-15.9	2.0	2.5	-2.2	-0.8	1.7
O=c1cc(C(F)(F)F)nc(-c2ccccc2OC(F)(F)F)[nH]1	-1.0	2.5	-0.9	-2.7	0.6	0.8	0.1	1.0	-5.8	-1.3	-0.5
COc1ccccc1Nc1cc(C(=O)NCCCN2CCOCC2)c2ccccc2n1	-0.2	-5.8	3.7	3.8	-11.5	4.6	-3.8	0.4	0.3	-1.1	0.2
COc1ccc(OC)c(NC(=O)C(C)SCc2nc3sc(C)c(C)c3c(=O)[nH]2)c1 (stereo not drawn)	3.2	-1.6	4.1	-2.1	-4.6	-2.4	3.9	-0.2	-3.5	-1.0	0.0
O=C(NNC(=O)c1ccccc1OCc1ccc(F)cc1)c1ccncc1	0.3	0.7	-2.3	-0.3	-2.4	-1.4	-0.8	-0.4	-2.7	-1.4	0.3
CC(C)Cc1csc(NC(=O)c2ccc(F)cc2)c1C(=O)O	0.8	-35.8	0.9	1.1	-45.8	0.9	-3.4	0.2	1.5	-1.0	-0.4
COc1ccc(S(=O)(=O)N2CCOC2CNC(=O)C(=O)NCc2ccncc2)cc1C (stereo not drawn)	-2.5	-0.2	-0.3	-0.3	-3.1	-3.7	-1.1	1.2	0.9	0.1	0.2
CC(=O)c1ccc(N2CCN(C(=O)c3ccc(S(=O)(=O)NCc4ccco4)cc3)CC2)cc1	-1.9	-3.1	-1.6	-4.5	-5.1	-3.8	-7.2	0.8	2.7	-1.4	-1.9
COC(=O)c1ccc(CN(c2ccccn2)S(=O)(=O)c2ccccc2)cc1	-2.5	-26.6	-3.0	-2.0	-30.8	-31.6	6.3	-0.6	-4.3	-0.8	-0.4
CCN(CC)CC(C)CNC(=O)CN1C(=O)CSc2ccc(S(=O)(=O)N3CCOCC3)cc21 (stereo not drawn)	-0.9	0.7	0.5	-0.5	1.1	-1.8	1.8	2.1	-5.0	-1.4	0.9
CCOc1ccc(NC(=O)Cc2ccc(S(=O)(=O)N3CCOCC3)s2)cc1OCC	-0.4	-1.1	-0.3	-4.1	-7.8	-1.0	-0.8	0.2	6.5	-0.5	-0.3
Cc1cccc(S(=O)(=O)c2c(N)n(/N=C/c3ccccc3)c3nc4ccccc4nc23)c1	-0.5	0.8	-0.5	0.5	-0.1	-3.2	-2.0	1.6	0.6	0.0	1.1
CCn1ncc(-c2csc(N)n2)c1C	0.8	0.4	2.0	-1.5	-7.5	-3.1	4.3	-0.6	2.6	-1.7	1.0
CCC(C)NC(=O)CNC(=S)N(Cc1ccccc1F)C1CCCCC1 (stereo not drawn)	-0.4	-1.8	-3.0	-1.9	-4.6	-1.8	-0.4	-0.6	-0.7	-1.2	-0.4
CCC(C)N(C(=O)CSc1nncn1C)C1CCS(=O)(=O)C1 (stereo not drawn)	-0.8	1.0	0.5	1.3	3.9	5.1	11.2	0.1	4.1	-1.0	0.3
CCOc1ccc(-n2cccc2C=O)cc1	-2.7	0.1	2.3	2.5	-0.9	-2.4	1.2	1.9	0.0	-1.2	0.2
CC(=O)c1cccc(NS(=O)(=O)c2ccc(-c3cc(C)no3)s2)c1	0.7	-0.2	-3.0	-2.5	-8.9	-4.0	2.4	-0.5	4.2	-1.6	-3.7
COc1ccc(S(=O)(=O)N2CCC(C(=O)NCC3CCCO3)CC2)cc1C (stereo not drawn)	0.0	4.7	-0.7	3.1	3.4	2.3	3.5	-0.7	-5.2	-1.3	0.1
COc1ccc2ccccc2c1-c1sc(Nc2ccccc2)n[n+]1-c1ccc(F)cc1	0.8	6.3	-2.2	-2.3	5.2	7.6	4.8	1.8	-1.4	-0.9	-0.7
Cc1ccc(-n2c(Cc3ccccc3)nnc2SCC(=O)NNC(=O)Cc2ccccc2)cc1	0.1	2.3	0.5	-2.8	1.1	0.3	0.9	-0.5	3.2	-0.5	-0.5
NC(=O)CN1CCN(c2cccc(Cl)c2)CC1	-1.8	0.8	-0.8	2.8	-5.8	-1.2	-2.1	-0.4	5.0	-0.5	-0.1
CCOC(=O)N1N=C(c2ccc(C)cc2)CC1(O)C(F)(F)F (stereo not drawn)	8.1*	1.4	11.2*	5.4	2.4	-0.3	nt	-0.6	-2.4	-0.5	4.3*
CCCn1nc(C(=O)NC2CC2)c2ccccc2c1=O	-1.1	2.8	-1.8	-2.8	-4.7	-0.2	-2.3	0.4	-9.1	-0.2	-0.8
COc1ccc2[nH]c3c(c2c1)CCN1C(=O)C(CC(=O)NCCN2CCOCC2)C[C@H](C(=O)N(C(C)C)C(C)C)[C@@]31C (stereo partly drawn)	0.8	2.1	0.5	2.5	3.5	0.1	3.0	0.2	-2.7	-1.0	0.5
c1ccc(CNn2c(N3CCOCC3)nc3ccccc32)cc1	-0.8	-0.2	-2.8	-1.1	-1.8	-4.9	5.7	-0.2	-4.0	-1.5	0.1
c1ccc(CNc2ccc(N3CCOCC3)cc2)cc1	-1.0	-107.2	-3.5	3.0	-147.4	-14.4	7.1	1.5	0.0	-1.8	-0.7
O=C(NCCCN1CCCC1)Nc1ccccc1[N+](=O)[O-]	-1.2	-1.3	1.9	-1.0	-6.3	-1.5	4.3	1.2	-3.3	-0.7	-0.8
O=C(CSc1nnc(-c2ccco2)n1Cc1ccco1)NCc1ccccc1	-1.9	1.4	-5.3	0.7	-0.6	1.3	2.8	1.2	3.3	-1.1	0.4
CC(=O)N1c2ccc(S(=O)(=O)NCC3CCC(C(=O)Nc4cccc(C)n4)CC3)cc2CC1C (stereo not drawn)	-5.6	-1.5	-7.8	-2.9	-8.2	2.3	3.2	-2.1	-1.9	-2.4	-9.6
COC(C[C@H]1O[C@H]1[C@H](O)COCc1ccccc1)OC	0.3	-0.9	3.6	0.9	2.8	-4.5	-1.9	0.8	-3.3	-0.9	-0.6
CC(C)(C)n1nnnc1C(c1ccncc1)N1CCN(C2CCCCC2)CC1 (stereo not drawn)	0.7	-0.3	-4.4	-3.3	2.6	-5.0	-2.4	1.8	-4.5	-1.8	0.6
COc1ccc(NC(=O)Nc2ccccc2C(=O)N2CCCC2)cc1	-1.4	-2.1	-0.1	-0.1	-0.6	-1.1	-2.0	0.0	0.4	-0.8	0.0
Cc1ccnc(N2C(=O)c3ccc([N+](=O)[O-])cc3C2=O)c1	-1.1	-7.5	0.7	-1.1	-12.7	-1.9	-0.7	0.4	-2.5	-1.5	-0.4
O=C1Nc2ccccc2O/C1=C\c1ccccc1Br	3.1	-336.4	2.8	0.6	-470.6	-24.4	-0.5	-0.8	-0.8	-0.3	0.2
COc1cccc(NC(=O)N2CCCC2C(=O)NCc2ccco2)c1 (stereo not drawn)	-1.4	5.7	-1.2	-2.0	-6.1	-2.3	1.0	-0.7	2.5	-1.4	-0.2
CC(=O)Nc1ccc(S(=O)(=O)NCCC(=O)NNC(=O)c2ccncc2)cc1	0.6	-0.4	0.1	-0.3	-2.1	-3.2	-1.4	0.1	2.0	-0.2	-0.1
CCOc1ccc(CCN2C(=O)C3C4CCC(O4)C3C2=O)cc1OCC (stereo not drawn)	-1.1	1.9	-0.1	10.3*	-1.2	-2.3	-4.4	2.8	-0.6	-0.4	0.5
COc1ccc2c(c1OC)C(=O)OC2CC(=O)c1ccc(N(C)C)cc1 (stereo not drawn)	-0.3	-5.0	-0.2	-1.8	-2.1	4.8	-0.5	0.4	2.7	-1.3	-0.6
Clc1ccc(-c2nn3c(C4COc5ccccc5O4)nnc3s2)cc1 (stereo not drawn)	0.5	-0.9	0.8	-1.0	-0.9	-2.6	-0.4	0.4	2.1	-0.6	-0.3
O=C(COC(=O)[C@H](Cc1ccccc1)NS(=O)(=O)c1ccccc1F)NC1CCCCC1	-1.1	3.9	-2.0	-2.7	0.8	3.8	5.5	-0.1	-2.9	-1.7	0.7
Cc1cc(N2CCOCC2)nc(N2CCOCC2)c1C#N	0.1	-3.0	-1.8	-1.3	-6.8	-2.4	0.3	0.1	1.7	-1.2	-1.2
Cc1nnc(SCC(=O)Nc2ccc(Br)cn2)[nH]c1=O	-0.3	-0.7	1.5	-0.6	1.4	-7.8	-5.9	0.2	0.3	-0.9	0.6
CCC(C)c1nc2ccsc2c(N2CCOC2=O)c1-c1ccccc1 (stereo not drawn)	-1.1	-4.4	-3.2	1.4	-7.8	-0.5	0.1	-0.9	-4.9	-1.1	-0.3
CCN1C(=O)C(CC(=O)Nc2ccc(OC)cc2)N(Cc2ccco2)C1=S (stereo not drawn)	0.5	0.4	-0.1	-0.8	5.2	1.2	2.4	-1.6	0.8	-1.7	-0.1
Clc1cc(CSc2ccccc2)nc(-c2ccccc2)n1	1.7	0.2	2.5	0.4	4.4	5.4	-0.2	-0.1	6.4	-0.6	0.4

# Single records, from the list above. Values in the order: hcDAF12 agonist	PLC-gamma1 inh	hgDAF12 agonist	SMARCA2 activ	PLCb3 inh	ADAM17 inh	NR1D1 modulator	DAX1 inh-1	MBD2 DNA inh	ssDAF-12 act	DAX1 inh-2
# Listed for CCC(C)c1nc2ccsc2c(N2CCOC2=O)c1-c1ccccc1 (stereo not drawn) → -1.1	-4.4	-3.2	1.4	-7.8	-0.5	0.1	-0.9	-4.9	-1.1	-0.3
# Listed for COc1cccc(NC(=O)N2CCCC2C(=O)NCc2ccco2)c1 (stereo not drawn) → -1.4	5.7	-1.2	-2.0	-6.1	-2.3	1.0	-0.7	2.5	-1.4	-0.2
# Listed for Clc1ccc(-c2nn3c(C4COc5ccccc5O4)nnc3s2)cc1 (stereo not drawn) → 0.5	-0.9	0.8	-1.0	-0.9	-2.6	-0.4	0.4	2.1	-0.6	-0.3
